GPR151 ag – activates the human receptor GPR151; Q8TDV0; PathHunter beta-arrestin GPR151 cells, luminescence; activation, % at 11.2 µM; actives 1% (n = 650,000); in the data active = activation above about 4.9%;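 note: 0% = median of compound wells and 100% = cells with positive control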
Target sequence (Q8TDV0 whole entry, looked up): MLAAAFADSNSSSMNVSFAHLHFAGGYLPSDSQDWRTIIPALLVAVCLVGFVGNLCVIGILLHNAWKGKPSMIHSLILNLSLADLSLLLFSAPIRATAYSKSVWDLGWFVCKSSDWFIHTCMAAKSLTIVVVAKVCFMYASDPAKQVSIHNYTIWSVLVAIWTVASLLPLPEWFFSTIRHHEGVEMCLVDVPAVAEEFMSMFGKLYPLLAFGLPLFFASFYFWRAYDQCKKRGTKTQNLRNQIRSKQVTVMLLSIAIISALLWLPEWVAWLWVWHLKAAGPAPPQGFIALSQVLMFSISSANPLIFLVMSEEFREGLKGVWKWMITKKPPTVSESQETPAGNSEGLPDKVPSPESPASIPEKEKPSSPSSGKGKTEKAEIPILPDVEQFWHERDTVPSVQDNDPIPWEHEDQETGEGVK
MITF primary – inhibitors of human MITF; O75030; AlphaScreen MITF homodimerization, bead proximity signal; inhibition, % at 2.6 µM; actives 0.91% (n = 650,000); AID 1259374; in the data active = inhibition above about 50%;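 note: 0% = vehicle wells with protein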
TEAD-YAP inh – TEAD-YAP interaction inhibition | HEK-TIYL cells, TEAD-Gal4/YAP UAS-luciferase luminescence | AID 1259422 | inhibition, % at 9.12 µM | actives 1.4% (n = 640,000); in the data active = inhibition above about 32%;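 note: 0% = median of test compound wells and 100% = reference inhibitor wells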
FBW7 act – human FBW7 E3 ligase activation, primary screen. Q969H0. AlphaScreen FBW7–phospho-cyclin E peptide binding, activator screen. normalized activity (activation), % at 26.1 µM. actives 0.13% (n = 650,000). AID 1259310; in the data active = normalized activity above about 1.9%;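 note: purified mutant Fbw7 with reduced substrate affinity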
Target sequence (Q969H0 whole entry, looked up): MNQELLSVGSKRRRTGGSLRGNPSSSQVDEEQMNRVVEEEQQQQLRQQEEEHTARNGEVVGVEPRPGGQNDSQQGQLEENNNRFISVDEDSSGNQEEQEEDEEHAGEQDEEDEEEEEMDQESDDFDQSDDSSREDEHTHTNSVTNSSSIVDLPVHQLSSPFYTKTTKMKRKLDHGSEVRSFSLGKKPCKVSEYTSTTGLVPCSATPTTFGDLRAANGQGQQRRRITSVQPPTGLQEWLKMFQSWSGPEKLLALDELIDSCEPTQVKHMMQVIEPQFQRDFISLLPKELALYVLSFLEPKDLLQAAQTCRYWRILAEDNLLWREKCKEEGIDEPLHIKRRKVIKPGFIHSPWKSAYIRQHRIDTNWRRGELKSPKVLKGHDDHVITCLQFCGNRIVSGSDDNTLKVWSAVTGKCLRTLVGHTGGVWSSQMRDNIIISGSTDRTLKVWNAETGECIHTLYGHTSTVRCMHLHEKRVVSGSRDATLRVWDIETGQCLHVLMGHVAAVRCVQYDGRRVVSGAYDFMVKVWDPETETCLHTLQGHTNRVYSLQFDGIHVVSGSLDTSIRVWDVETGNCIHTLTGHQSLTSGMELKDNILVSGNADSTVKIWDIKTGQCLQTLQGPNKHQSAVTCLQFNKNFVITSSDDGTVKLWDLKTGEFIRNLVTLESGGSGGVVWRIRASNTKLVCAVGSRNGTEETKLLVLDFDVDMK
Numbers without * were called inactive.

What do the screens show for `CCCCCOc1ccc(C(=O)C(CCCCC(CN(C)C)C(=O)c2ccc(OCCCCC)cc2)CN(C)C)cc1` (stereo unspecified)?
GPR151 ag: 0.5; MITF primary: -8; TEAD-YAP inh: -1; FBW7 act: -0.5

How did Cc1cc(NC(=O)CSc2nc3c(sc(=S)n3CC3CCCO3)c(=O)n2-c2ccc(F)cc2)n[nH]1 (stereo unspecified) do in these assays?
GPR151 ag: -1.4; MITF primary: 1; TEAD-YAP inh: 6; FBW7 act: 0.1

Results for COc1cccc(OC)c1C(=O)NNc1nc2cc(C)cc(C)c2s1 ?
GPR151 ag: -1.1; MITF primary: 1; TEAD-YAP inh: 4; FBW7 act: 0.7

What do the screens show for `NC(=O)CSc1nc2ccccc2n1CC(=O)N1CCOCC1`?
GPR151 ag: 2.3; MITF primary: 62*; TEAD-YAP inh: -6; FBW7 act: 0.0

How did Cc1cccc(NC(=O)Cn2ccn3nc(-c4ccccc4)cc3c2=O)c1C do in these assays?
GPR151 ag: -0.2; MITF primary: -10; TEAD-YAP inh: -5; FBW7 act: -0.1

What do the screens show for `CCC(=O)Nc1ccc(C(=O)NNC(=O)c2ccc(Cl)cc2)cc1`?
GPR151 ag: 1.3; MITF primary: 7; TEAD-YAP inh: 16; FBW7 act: 0.8

How did Nc1ncnc2nc(SCCc3ccccc3)[nH]c12 do in these assays?
GPR151 ag: -0.2; MITF primary: 5; TEAD-YAP inh: -15; FBW7 act: 0.0

How did CCC1CCCCN1C1CC(=O)N(c2ccc(C)cc2)C1=O (stereo unspecified) do in these assays?
GPR151 ag: 0.6; MITF primary: -6; TEAD-YAP inh: 0; FBW7 act: -0.1

How did Cc1ccc(S(=O)(=O)Nc2ccc(I)cc2)cc1 do in these assays?
GPR151 ag: 1.1; MITF primary: 8; TEAD-YAP inh: -4; FBW7 act: -0.1

What do the screens show for `NC(=S)NNC(=O)CCCCCN1C(=O)c2ccccc2C1=O`?
GPR151 ag: -0.4; MITF primary: 15; TEAD-YAP inh: 12; FBW7 act: 1.4

How did COc1ccc2ccccc2c1/C=N/NC(=O)Nc1ccccc1 do in these assays?
GPR151 ag: 0.1; MITF primary: 13; TEAD-YAP inh: -8; FBW7 act: 0.1

What do the screens show for `N#C/C(=C\c1ccc(OC(=O)c2cccnc2)cc1)c1nnc2n1CCCCC2`?
GPR151 ag: 0.1; MITF primary: 7; TEAD-YAP inh: 3; FBW7 act: 0.1

What do the screens show for `Cc1ccccc1NC(=O)c1c(C)nc(SCC(=O)c2ccc(Br)cc2)c(C#N)c1-c1ccccc1Cl`?
GPR151 ag: 0.1; MITF primary: -11; TEAD-YAP inh: 2; FBW7 act: -0.1

What do the screens show for `c1ccc(-c2nnc3n2CCN(Cc2ccc4c(c2)CCO4)CC3)cc1`?
GPR151 ag: 0.1; MITF primary: -3; TEAD-YAP inh: 11; FBW7 act: 0.0

Results for O=C(Nc1ccc2ccccc2c1)/C(=C/c1ccc(Br)cc1)NC(=O)c1ccccc1F ?
GPR151 ag: -0.2; MITF primary: -21; TEAD-YAP inh: -2; FBW7 act: 0.0

Results for Cc1ccc(C(=O)NCC(=O)OCC(=O)Nc2ccc(OC(F)F)cc2)cc1 ?
GPR151 ag: 0.8; MITF primary: 2; TEAD-YAP inh: -3; FBW7 act: 0.2

Results for CCOc1ccc(CN2CCN(Cc3cnc(N(C)C)s3)CC2CCO)cc1 (stereo unspecified) ?
GPR151 ag: 5.7*; MITF primary: -5; TEAD-YAP inh: -6; FBW7 act: 0.0

How did COc1ccc2oc(=N)c(C(=O)Nc3cccc(C)c3C)cc2c1 do in these assays?
GPR151 ag: -0.8; MITF primary: 6; TEAD-YAP inh: -8; FBW7 act: 0.1

How did CCOc1ccc(NC(=O)c2cc3ccccc3oc2=O)c([N+](=O)[O-])c1 do in these assays?
GPR151 ag: 1.7; MITF primary: 5; TEAD-YAP inh: -4; FBW7 act: -0.2

What do the screens show for `COc1ccc(CCNC(=O)CSc2cn(CCNC(=O)c3ccc(F)cc3)c3ccccc23)cc1OC`?
GPR151 ag: 0.8; MITF primary: 6; TEAD-YAP inh: 5; FBW7 act: 0.4

Results for COC(=O)CSc1ccc2nnc(-c3ccc(OC)c(OC)c3)n2n1 ?
GPR151 ag: 1.3; MITF primary: -4; TEAD-YAP inh: -2; FBW7 act: 0.0

What do the screens show for `COC(=O)c1ccc(OC)c(NC(=O)CC(=O)c2ccccc2)c1`?
GPR151 ag: 0.6; MITF primary: 7; TEAD-YAP inh: 3; FBW7 act: -0.2

How did Cc1ccc([N+](=O)[O-])cc1S(=O)(=O)NC(CC(=O)O)c1ccco1 (stereo unspecified) do in these assays?
GPR151 ag: -0.2; MITF primary: 14; TEAD-YAP inh: 8; FBW7 act: 0.3

What do the screens show for `Cc1ccc(OCc2ccc(C(=O)Nc3ccccc3C)cc2)cc1`?
GPR151 ag: -1.4; MITF primary: 17; TEAD-YAP inh: 1; FBW7 act: -0.1

What do the screens show for `CCOC(=O)N1CCN(C(=O)c2ccc3c(=O)n(CCc4ccccc4)c(SCC(=O)C(C)(C)C)nc3c2)CC1`?
GPR151 ag: -0.9; MITF primary: 14; TEAD-YAP inh: 2; FBW7 act: 0.0

Results for CCc1ccc(NC(=O)c2nnn(CC(=O)Nc3cccc(C)c3)c2N)cc1 ?
GPR151 ag: -0.4; MITF primary: -11; TEAD-YAP inh: -11; FBW7 act: 0.0

Results for CCOC(=O)C1CCN(CC(C)(C)NS(=O)(=O)c2ccccc2)CC1 ?
GPR151 ag: 1.0; MITF primary: 38; TEAD-YAP inh: -8; FBW7 act: 0.1

What do the screens show for `N#Cc1nc(-c2ccc([N+](=O)[O-])cc2)oc1NCCc1ccccc1`?
GPR151 ag: 3.1; MITF primary: 7; TEAD-YAP inh: 2; FBW7 act: 0.0

What do the screens show for `CCOC(=O)C(Cc1c[nH]c2ccccc12)NC(=O)c1ccccc1Cl` (stereo unspecified)?
GPR151 ag: -2.7; MITF primary: 19; TEAD-YAP inh: -41; FBW7 act: 0.1

How did Brc1cccc(-c2nnc(CN3CCc4ccccc43)o2)c1 do in these assays?
GPR151 ag: -0.6; MITF primary: -6; TEAD-YAP inh: -4; FBW7 act: -0.2

What do the screens show for `CC1CCN(C(=O)CSc2ncnc3c2oc2ccccc23)CC1`?
GPR151 ag: 1.1; MITF primary: 10; TEAD-YAP inh: 0; FBW7 act: -0.1

What do the screens show for `O=C(NCCCCCNC(=O)c1ccccn1)c1ccccn1`?
GPR151 ag: -1.5; MITF primary: 14; TEAD-YAP inh: 9; FBW7 act: 0.2

How did O=C(CNC(=O)c1ccc(F)cc1)NCc1ccccn1 do in these assays?
GPR151 ag: -0.2; MITF primary: 2; TEAD-YAP inh: 0; FBW7 act: 0.0

What do the screens show for `CC(C)(C)CNC(=O)C(=O)NCCc1ccccc1`?
GPR151 ag: -0.5; MITF primary: 11; TEAD-YAP inh: -32; FBW7 act: 0.2

How did Cc1cc2nc(C3CCCCN3C(=O)c3cnccn3)[nH]c2cc1C (stereo unspecified) do in these assays?
GPR151 ag: 1.5; MITF primary: 12; TEAD-YAP inh: 3; FBW7 act: 0.1

Results for COc1ccc(CCNC(=S)NCCCn2ccnc2)cc1 ?
GPR151 ag: -0.4; MITF primary: 9; TEAD-YAP inh: -3; FBW7 act: 0.0

How did O=C(NC1CC1)c1ccc2nc(NC3CCN(Cc4ccccc4)CC3)sc2c1 do in these assays?
GPR151 ag: 2.9; MITF primary: -6; TEAD-YAP inh: -2; FBW7 act: -0.1

How did CC(C)N(CCNc1ncnc2nc(N3CCc4ccccc4C3)[nH]c12)C(C)C do in these assays?
GPR151 ag: -1.0; MITF primary: 3; TEAD-YAP inh: -9; FBW7 act: -0.3

How did Clc1ccc2nc(N3CCCCC3)nc(-c3ccccc3)c2c1 do in these assays?
GPR151 ag: -0.9; MITF primary: 3; TEAD-YAP inh: 6; FBW7 act: 0.1

How did CC1CCN(C(=O)CN(c2ccc(OCc3ccccc3)cc2)S(C)(=O)=O)CC1 do in these assays?
GPR151 ag: 1.4; MITF primary: 10; TEAD-YAP inh: 15; FBW7 act: -0.1

What do the screens show for `CCOc1ccc(Br)cc1C1C(C#N)=C(N)SC(N)=C1C#N`?
GPR151 ag: -0.2; MITF primary: 5; TEAD-YAP inh: 10; FBW7 act: 0.3

How did O=C1CCCN1CCCNc1nc(-c2cccs2)nc2c1ncn2Cc1ccc(C(F)(F)F)cc1 do in these assays?
GPR151 ag: 0.1; MITF primary: -2; TEAD-YAP inh: 5; FBW7 act: 0.1

Results for Cc1nc2sc(C)c(C)c2c(=S)[nH]1 ?
GPR151 ag: -0.8; MITF primary: 6; TEAD-YAP inh: 6; FBW7 act: 0.1

What do the screens show for `Cc1cccc(NC(=O)C2C(c3ccccc3)C2(Cl)Cl)c1` (stereo unspecified)?
GPR151 ag: 0.0; MITF primary: 0; TEAD-YAP inh: 3; FBW7 act: 0.2

How did CCOc1ccc(NC(=O)CSc2nc3ccsc3c(=O)n2CCCC(=O)NCCc2ccccc2)cc1 do in these assays?
GPR151 ag: 0.0; MITF primary: 14; TEAD-YAP inh: 6; FBW7 act: 0.1

How did CC(C)C(c1nnnn1Cc1ccc2c(c1)OCO2)N1CCN(c2ccccc2)CC1 (stereo unspecified) do in these assays?
GPR151 ag: -0.1; MITF primary: 9; TEAD-YAP inh: 7; FBW7 act: -0.3

How did COc1ccc(OCC(O)CNC(C)(C)C)c(C(C)(C)C)c1 (stereo unspecified) do in these assays?
GPR151 ag: -1.3; MITF primary: -20; TEAD-YAP inh: 3; FBW7 act: -0.1

What do the screens show for `CCOC(=O)C(C)(C#N)C1=CCCCC1` (stereo unspecified)?
GPR151 ag: 3.2; MITF primary: 3; TEAD-YAP inh: -4; FBW7 act: 0.4

What do the screens show for `C=CCOc1ccc(/C=C2\C(=O)N(c3cccc(C(=O)O)c3)N=C2C)cc1OC`?
GPR151 ag: 0.7; MITF primary: 9; TEAD-YAP inh: -22; FBW7 act: 0.2

How did CCOc1ccc(S(=O)(=O)Nc2ccc3oc(C)c(C(=O)OCCOC)c3c2)cc1 do in these assays?
GPR151 ag: -0.8; MITF primary: 3; TEAD-YAP inh: 57*; FBW7 act: 0.1

How did c1ccc(CNc2cc(Nc3nccc4ccccc34)ncn2)cc1 do in these assays?
GPR151 ag: -0.7; MITF primary: -2; TEAD-YAP inh: -18; FBW7 act: 0.1

What do the screens show for `Cc1cc(C)n(C(=O)c2ccc(Cl)c(F)c2F)n1`?
GPR151 ag: 1.1; MITF primary: 11; TEAD-YAP inh: -1; FBW7 act: -0.1

How did COc1cc(Nc2cc(Nc3ccccn3)ncn2)cc(OC)c1OC do in these assays?
GPR151 ag: 0.3; MITF primary: 18; TEAD-YAP inh: -10; FBW7 act: -0.2

Results for CCCCCCNC(=O)CCCCCNS(=O)(=O)c1ccc(OC)cc1 ?
GPR151 ag: 0.4; MITF primary: 9; TEAD-YAP inh: -4; FBW7 act: 0.3

How did CC(=O)c1c(C)[nH]c(C(=O)Nc2ccc3c(c2)OCCO3)c1C do in these assays?
GPR151 ag: -2.3; MITF primary: 0; TEAD-YAP inh: -23; FBW7 act: -0.1

How did CCSc1nnc(NC(=O)c2csc3c2CCCC3)s1 do in these assays?
GPR151 ag: -0.3; MITF primary: 10; TEAD-YAP inh: -9; FBW7 act: -0.1

How did COc1cc(C(=O)Nc2ccccc2Sc2ncnc3sc4c(c23)CCCC4)cc(OC)c1OC do in these assays?
GPR151 ag: -1.3; MITF primary: -15; TEAD-YAP inh: -2; FBW7 act: -0.1

What do the screens show for `Cc1ccc(NC(=O)CSC2=C(C#N)C(c3ccccc3C)C3=C(CCCC3=O)N2)c(C)c1` (stereo unspecified)?
GPR151 ag: 0.6; MITF primary: 17; TEAD-YAP inh: 9; FBW7 act: -0.1

Results for CCOc1ccc2c(c1)-c1c(ssc1=S)C(C)(C)N2C(=O)c1cccc2ccccc12 ?
GPR151 ag: 2.6; MITF primary: 16; TEAD-YAP inh: -11; FBW7 act: 0.1

Results for C=CCNC(=O)C1CCCN(c2nc3ccccc3n2C)C1 (stereo unspecified) ?
GPR151 ag: -1.2; MITF primary: 2; TEAD-YAP inh: 10; FBW7 act: -0.1

Ordered by molar mass (low to high): some entries from above
What do the screens show for `CCOC(=O)C(C)(C#N)C1=CCCCC1` (stereo unspecified)?
GPR151 ag: 3.2; MITF primary: 3; TEAD-YAP inh: -4; FBW7 act: 0.4

What do the screens show for `Cc1cc(C)n(C(=O)c2ccc(Cl)c(F)c2F)n1`?
GPR151 ag: 1.1; MITF primary: 11; TEAD-YAP inh: -1; FBW7 act: -0.1

Results for C=CCNC(=O)C1CCCN(c2nc3ccccc3n2C)C1 (stereo unspecified) ?
GPR151 ag: -1.2; MITF primary: 2; TEAD-YAP inh: 10; FBW7 act: -0.1

How did COc1ccc(OCC(O)CNC(C)(C)C)c(C(C)(C)C)c1 (stereo unspecified) do in these assays?
GPR151 ag: -1.3; MITF primary: -20; TEAD-YAP inh: 3; FBW7 act: -0.1

How did c1ccc(CNc2cc(Nc3nccc4ccccc34)ncn2)cc1 do in these assays?
GPR151 ag: -0.7; MITF primary: -2; TEAD-YAP inh: -18; FBW7 act: 0.1

What do the screens show for `C=CCOc1ccc(/C=C2\C(=O)N(c3cccc(C(=O)O)c3)N=C2C)cc1OC`?
GPR151 ag: 0.7; MITF primary: 9; TEAD-YAP inh: -22; FBW7 act: 0.2

How did CCOc1ccc(S(=O)(=O)Nc2ccc3oc(C)c(C(=O)OCCOC)c3c2)cc1 do in these assays?
GPR151 ag: -0.8; MITF primary: 3; TEAD-YAP inh: 57*; FBW7 act: 0.1

What do the screens show for `Cc1ccc(NC(=O)CSC2=C(C#N)C(c3ccccc3C)C3=C(CCCC3=O)N2)c(C)c1` (stereo unspecified)?
GPR151 ag: 0.6; MITF primary: 17; TEAD-YAP inh: 9; FBW7 act: -0.1

Source: PubChem BioAssay
